# Assay outcomes (PubChem)
# Nrf2 ARE act: activates Nrf2 signaling | AREc32 ARE-luciferase reporter (MCF7-derived line), luminescence, 24 h | Potency, µM (titrated, usually from 46.1 µM), for the others: at the highest dose activation, actives largely listed as activators | 410,000 compounds, 0.31% hits; also: potency is read from the fitted curve at half-maximal effect; % of control where 0% means no effect; nearly all actives have a fitted effect of over 65% in size
#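 Luminescent ARE reporter assay in AREc32_Fluc cells: overnight plating at 37 deg C, 24 hr compound incubation, Steady-Glo added, 30 min RT before reading.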
# CCT chaperon mod: modulators of cytosolic chaperonin (CCT/TRiC) activity. activity change, % (no concentration beside the values), hits read low. 360,000 compounds, 0.3% hits. purified chaperonin ATPase assay, HTRF ADP detection, 30 min; in the data active = activity change below about -30%; also: % is scaled to controls: 0 for no effect and ±100 for the full control effect
#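 First, chaperonin was dispensed at 40 nM or 20 nM final depending on batch activity. Next, compounds were pinned at 76 uM and ATP added at 10 uM. After 30 min at 37 °C, ADP detection reagents ran 30 min at ambient temperature.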
# Nrf2 inh: Nrf2 pathway inhibition; A549 ARE-Fluc reporter, luciferase luminescence, 18-24 h; Potency, µM (top dose mostly 46 µM), for the others: at the top dose activity change, negative = inhibition, hits mostly inhibitors; 360,000 compounds, 2.1% hits; also: potency is read from the fitted curve at half-maximal effect; % is scaled to controls: 0 for no effect and ±100 for the full control effect; nearly all actives have a fitted effect of over 60% in size
#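 A549 ARE_Fluc cells, 5000/well, 5% FBS OPTI-MEM; compounds in dose-response, 18-24 h at 37 °C/5% CO2; CellTiter-Fluor viability read (Ex 405/Em 525), then BugLite luciferase luminescence = Nrf2 activity.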
# pAkt inh: blocks phosphorylation of Akt. Neuro2A IGF-stimulated pAkt S473 HTRF, 20 min; stronger effect = lower value. activity change, % for hits at 50 µM. 360,000 compounds, 0.32% hits. AID 651550; in the data active = activity change below about -80%; inconclusive = mostly about -51% to -80%; also: % is scaled to controls: 0 for no effect and ±100 for the full control effect
#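 Neuro2A cells (4,500/well, DMEM with 0.5% FBS) were treated with compound at a single 50 µM final concentration, stimulated with 6 nM IGF for 20 min at 37 °C, and lysed. Phospho-Akt Ser473 was read by HTRF as 665/615 ratio ×10^4.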
# EPAC2 antagonist: blocks human EPAC2 exchange factor; EPAC2 GEF exchange of Rap1B-BODIPY-GDP, fluorescence; Potency, µM (titrated, usually from 114 µM), for inactives: at the highest dose activity, negative = inhibition, actives largely listed as inhibitors; 360,000 compounds, 0.18% hits; AID 720708; Q8WZA2; also: potency is read from the fitted curve at half-maximal effect; % is scaled to controls: 0 for no effect and ±100 for the full control effect; nearly all actives have a fitted effect of over 45% in size; many of its hits are not listed in these tables
# Target sequence (Q8WZA2 whole entry, looked up): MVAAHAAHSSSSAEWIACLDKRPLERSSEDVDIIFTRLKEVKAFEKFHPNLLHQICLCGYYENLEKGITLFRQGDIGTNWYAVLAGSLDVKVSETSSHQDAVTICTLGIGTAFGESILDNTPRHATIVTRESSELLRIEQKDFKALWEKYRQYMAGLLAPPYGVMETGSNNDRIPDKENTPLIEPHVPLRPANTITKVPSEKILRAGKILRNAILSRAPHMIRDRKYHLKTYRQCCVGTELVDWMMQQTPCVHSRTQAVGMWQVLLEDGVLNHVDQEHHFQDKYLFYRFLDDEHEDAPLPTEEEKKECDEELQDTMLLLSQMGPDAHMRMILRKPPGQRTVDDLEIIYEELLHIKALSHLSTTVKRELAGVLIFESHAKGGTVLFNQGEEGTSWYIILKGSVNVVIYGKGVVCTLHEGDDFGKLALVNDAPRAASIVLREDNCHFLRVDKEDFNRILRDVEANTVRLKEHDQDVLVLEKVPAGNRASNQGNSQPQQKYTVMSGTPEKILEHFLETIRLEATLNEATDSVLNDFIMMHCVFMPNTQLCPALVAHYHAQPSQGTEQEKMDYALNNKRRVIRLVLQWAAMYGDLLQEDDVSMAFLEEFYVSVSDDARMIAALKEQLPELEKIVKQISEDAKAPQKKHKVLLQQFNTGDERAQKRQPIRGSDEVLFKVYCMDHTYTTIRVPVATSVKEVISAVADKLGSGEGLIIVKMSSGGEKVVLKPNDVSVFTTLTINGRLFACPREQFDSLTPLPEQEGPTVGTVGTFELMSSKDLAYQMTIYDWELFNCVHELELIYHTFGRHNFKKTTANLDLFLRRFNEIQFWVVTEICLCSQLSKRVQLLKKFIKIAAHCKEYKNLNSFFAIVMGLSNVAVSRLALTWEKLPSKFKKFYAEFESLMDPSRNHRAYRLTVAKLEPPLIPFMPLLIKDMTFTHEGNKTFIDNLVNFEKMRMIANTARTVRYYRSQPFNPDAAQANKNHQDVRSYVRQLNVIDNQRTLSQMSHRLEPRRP
# TGFb inhibitor: inhibitors of TGF-b signaling | AID 588855 | HepG2 CAGA-GFP TGF-b/SMAD3 reporter, GFP fluorescence, 18 h; TGF-beta stimulated, 500 pg/mL final | 410,000 compounds, 1.2% hits | Potency, µM (highest dose often 46.1 µM), for the others: at the highest dose activity, negative = inhibition, usual class: inhibitors; also: potency is read from the fitted curve at half-maximal effect; % is scaled to controls: 0 for no effect and ±100 for the full control effect; nearly all actives have a fitted effect of over 65% in size
#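 HEPG2 CAGA-GFP cells (1000/well, DMEM with 1% FBS) were pre-incubated 2 h at 37 degrees C, given compound by pin tool, then stimulated with TGF-beta at 500 pg/mL final for 18 h before per-cell GFP fluorescence imaging.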
# A549 viability: counter-screen for Nrf2 inhibitors: cytotoxicity in A549 cells | A549 ARE-Fluc cells, CellTiter-Fluor viability, 18-24 h | Potency, µM (titrated, usually from 46 µM), without a hit: at the highest dose activity change, negative = cytotoxicity, actives largely listed as inhibitors | 390,000 compounds, 0.16% hits | AID 504648; also: potency is read from the fitted curve at half-maximal effect; % is scaled to controls: 0 for no effect and ±100 for the full control effect
#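 A549 ARE-Fluc cells in 5% FBS OPTI-MEM, 5000 cells/well, rested 2 h then exposed to compounds in concentration-response for 18-24 h at 37 °C. Viability by CellTiter-Fluor fluorescence (Ex 405/Em 525) after 30 min; luciferase luminescence (BugLite, 15 min, RT) read afterwards.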
# Mm-Cpn inhibitor: M. maripaludis TRiC chaperonin inhibition; purified Mm-Cpn ATPase, ADP Transcreener TR-FRET; Potency, µM (doses to about 76.9 µM), inactives show top-dose activity, negative = inhibition, actives largely listed as inhibitors; 330,000 compounds, 0.031% hits; AID 504842; also: potency is read from the fitted curve at half-maximal effect; % is scaled to controls: 0 for no effect and ±100 for the full control effect; nearly all actives have a fitted effect of over 80% in size
#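 ATPase turnover read by TR-FRET ADP competition (Eu cryptate antibody/ADP-d2, 665/590 nm): 10uM ATP final, 25nM Mm-CPN final, 30 min 37degC after 10-min compound preincubation, pH 7.4 Tris/KCl/MgCl2/DTT buffer.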
# EPAC2 ag: activates human EPAC2 exchange factor. Potency, µM (series often up to 154 µM), without a hit: top-dose activation, hits mostly activators. Q8WZA2. AID 720711. EPAC2 activation, biochemical qHTS; response scale: 100% = 6.5 mM cAMP response. 360,000 compounds, 0.079% hits; also: potency is read from the fitted curve at half-maximal effect; nearly all actives have a fitted effect of over 50% in size
#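 Compounds were titrated in qHTS against a Rap1B-BODIPY-GDP (250 nM) complex with EPAC2 (100 nM) and GDP (50 uM). BODIPY-GDP release tracked at 480/540 nm over 30 min at room temperature, normalized to 6.5 mM cAMP.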
# Starred values were filed as active, the others as inactive; i = inactive; ? = inconclusive; . = no result given; [ ] = dose if it differs, or a comment. Unless noted, calls follow the shape of the dose curve; as a rule, active = well fitted curve in the direction sought with a large enough effect; inconclusive = small, poorly fitted or top-dose-only effect, or another doubt; inactive = no such curve, though single readings can be large; an effect the other way counts as inactive or inconclusive. Only part of the results is shown (hit frequency here may not be typical).
SMILES,Nrf2 ARE act,CCT chaperon mod,Nrf2 inh,pAkt inh,EPAC2 antagonist,TGFb inhibitor,A549 viability,Mm-Cpn inhibitor,EPAC2 ag
Cc1ccc(S(=O)(=O)Nc2nc3ccccc3nc2NCc2ccco2)cc1C,5.2%,-2.3,20.6µM*,.,-2.7%,?,-4.6%,-3.9%,0.0%[15.6 µM]
COc1cc(NC(=S)NCCCO)c(OC)cc1Cl,4.2%,-1.2,3.1%,i,-0.8%,?,1.4%,-0.9%,2.3%
CN(C)S(=O)(=O)c1ccc(Cl)c(NC(=O)COC(=O)CCC(=O)c2cccs2)c1,-0.4%,-0.4,-15.5%,i,-1.5%,-0.7%,-9.6%,-0.6%,5.6%
Cc1c(C(=O)N/N=C/C(C)C)[nH]c2c([N+](=O)[O-])cccc12,3.3%,0.8,0.0%,i,-3.8%,-29.1%,-6.6%,-2.0%,2.7%
NS(=O)(=O)c1ccc(N2CCOCC2)c(C(=O)NCc2ccc3c(c2)OCO3)c1,-0.5%,-0.6,4.2%,i,17.5%,-0.3%,-5.5%,-2.5%,-0.4%
CC(CC(=O)O)CC(=O)NNC(=O)c1cccc(Br)c1 (stereo not given),3.3%,0.4,-12.6%,i,7.8%,0.7%,1.6%,0.8%,3.5%
CCCNC(=O)N1CCN(S(=O)(=O)c2ccc(C)c(C)c2)CC1,-0.9%,-4.3,.,.,2.4%,-3.6%,3.7%,.,5.6%
CCCOc1ccc(C(=O)N2CCN(c3ccc(N)cc3Cl)CC2)cc1,-0.2%,2.1,-0.8%,i,-1.9%,0.0%,2.1%,-1.2%,-1.1%
CC(=O)c1cccc(N2C(=NC(=O)CCc3ccccc3)SC3CS(=O)(=O)CC32)c1 (stereo not given),0.1%,-1.3,15.3%,i,1.2%,16.8%,1.8%,1.4%,4.7%
CC1CCCCC1NC(=O)CCCn1c(=S)[nH]c2ccccc2c1=O (stereo not given),0.0%,-1.9,-22.5%,i,-8.1%,-8.7%,7.0%,-7.0%,3.7%
CC(=O)Nc1ccc(-c2ccnc3c2CC(C)(C(=O)NCC2CC2)O3)cc1 (stereo not given),-0.1%,0.9,.,i,4.6%,-10.7%,.,.,6.5%
O=C(Nc1ccccc1N1CCN(C(=O)c2ccccc2)CC1)c1ccc(Br)o1,0.3%,0.9,?,i,-4.2%,-21.2%,-19.6%,0.4%,0.1%
Cc1ccc(O)c(NC(=S)NC(=O)COc2ccc(Br)cc2)c1,-0.3%[9.22 µM],-9.7,?,i,5.8%,?,-13.8%,0.1%,1.4%
COc1ccc(NCc2ccc([N+](=O)[O-])s2)cc1,?,1.6,13.7%,i,-14.9%,0.0%,-2.4%,-5.0%,4.2%
CC/C(=N\NC(N)=O)c1ccc(OC)c(OC)c1,-0.2%,-0.8,4.3%,i,9.2%,0.8%,-4.8%,0.1%,3.7%
O=C(CN1C(=O)NC2(CCCC2)C1=O)OCCOc1ccc(Cl)cc1Cl,-0.3%,-1.8,3.7%,i,-5.1%,?,-5.2%,0.1%,3.2%
O=C1C2C3C=CC(O3)C2C(=O)N1Cc1ccncc1 (stereo not given),-0.4%,1.7,6.2%,i,9.0%,1.6%,-0.3%,.,1.1%
CCOc1ccc(S(=O)(=O)N(CC(=O)N2CCc3ccccc32)Cc2ccco2)cc1,0.3%,-2.2,?,i,-4.6%,-1.7%,-9.6%,-1.7%,8.7%
Cc1ccc(S(=O)(=O)N2CCC(=O)N(CCOCc3ccc(F)cc3)CC2)cc1,3.3%,-2.6,-15.4%,i,11.3%,-28.7%,1.0%,2.1%,-0.2%
CCC/C=C/c1ccc(CN2C(C(C)C)C(=O)N(Cc3cn(Cc4ccco4)nn3)CCS2(=O)=O)cc1 (stereo not given),-4.7%,0.9,.,i,-16.4%,11.2µM*,.,.,-4.7%

# Reprinted at random: 5 entries already listed, in no set order.
SMILES,Nrf2 ARE act,CCT chaperon mod,Nrf2 inh,pAkt inh,EPAC2 antagonist,TGFb inhibitor,A549 viability,Mm-Cpn inhibitor,EPAC2 ag
CC(CC(=O)O)CC(=O)NNC(=O)c1cccc(Br)c1 (stereo not given),3.3%,0.4,-12.6%,i,7.8%,0.7%,1.6%,0.8%,3.5%
CCCOc1ccc(C(=O)N2CCN(c3ccc(N)cc3Cl)CC2)cc1,-0.2%,2.1,-0.8%,i,-1.9%,0.0%,2.1%,-1.2%,-1.1%
COc1ccc(NCc2ccc([N+](=O)[O-])s2)cc1,?,1.6,13.7%,i,-14.9%,0.0%,-2.4%,-5.0%,4.2%
O=C(CN1C(=O)NC2(CCCC2)C1=O)OCCOc1ccc(Cl)cc1Cl,-0.3%,-1.8,3.7%,i,-5.1%,?,-5.2%,0.1%,3.2%
CN(C)S(=O)(=O)c1ccc(Cl)c(NC(=O)COC(=O)CCC(=O)c2cccs2)c1,-0.4%,-0.4,-15.5%,i,-1.5%,-0.7%,-9.6%,-0.6%,5.6%

# (listing goes on)
SMILES,Nrf2 ARE act,CCT chaperon mod,Nrf2 inh,pAkt inh,EPAC2 antagonist,TGFb inhibitor,A549 viability,Mm-Cpn inhibitor,EPAC2 ag
Cc1cc(OCC(=O)Nc2nc3c(s2)CCCC3)cc(C)c1Cl,-0.7%,.,-14.7%,.,.,0.0%,-4.4%,.,.
CCc1nc2c(OCc3cccc(Cl)c3)cccn2c1N(C)C(=O)Nc1ccccc1OC,-1.1%,-0.9,.,i,-15.6%,?,.,.,4.0%
COc1cccc(N2CCN(c3ccc4nnc(CCC(=O)Nc5cccc(C(C)=O)c5)n4n3)CC2)c1,-0.3%,-1.8,0.5%,i,5.8%,6.5%,-3.9%,-2.7%,-0.4%
Cc1ccc(/C=C2/C(=O)c3ccc(C(=O)O)cc3C2=O)o1,-0.3%,-12.6,?,i,11.1%,1.6%,-10.3%,-0.1%,7.1%
CCOc1ccc(N(CC(=O)N2CCOCC2)S(=O)(=O)c2ccc(SC)cc2)cc1,0.0%,0.7,4.7%,i,-10.4%,2.3%,-0.2%,-3.2%,3.7%
CCOCCc1nnc(NC(=O)C2CC(=O)N(c3ccc(OCC)cc3)C2)s1 (stereo not given),-0.4%,1.1,-21.9%,i,0.9%,2.8%,0.8%,-0.5%,2.8%
Cn1c(N)c(C(=O)COC(=O)c2ccc3c(c2)C(=O)N(c2ccc(Cl)cc2)C3=O)c(=O)n(C)c1=O,0.2%,-2.7,-3.9%,i,0.3%,-8.2%,1.2%,1.4%,4.3%
CC(C)c1ccc(CN2CCC2(C)C(=O)Nc2ccc3c(c2)OCO3)cc1 (stereo not given),3.2%,1.1,.,i,-11.6%,?,.,.,7.6%
COc1ccc(CN(C)C(=O)C(Cc2ccccc2)NC(=O)c2ccccc2)cc1F (stereo not given),-1.1%,-0.6,-28.6%,i,-5.4%,?,-0.8%,-0.1%,8.2%
CCN(CC)CCCNC(=O)CCc1c(C)nc2c(c1C)c(=O)n(C)c(=O)n2C,2.0%,.,13.4%,.,.,0.7%,1.0%,.,.
COc1cccc(-c2nc(CS(=O)(=O)CC(=O)NCCCN3CCOCC3)c(C)o2)c1,-0.1%,-0.9,-19.8%,i,-2.5%,-15.5%,4.1%,-1.1%,-0.9%
COC(=O)CCNC(=O)N1CCN(c2nnc(C)c3c(C)n(-c4ccccc4)nc23)CC1,-0.6%,.,4.7%,.,.,-0.5%,-3.9%,.,.
Cc1c(C(=O)O)c(=O)n(-c2ccccc2)n1-c1ccccc1,-0.2%,2.0,2.8%,i,-5.4%,3.4%,-4.1%,1.5%,5.8%
COc1ccc(OC)c(/C=N/Nc2cc(C)nc(N3CCOCC3)n2)c1,0.2%,0.3,3.7%,i,4.4%,-0.3%,4.9%,1.0%,-8.4%
O=C(NNC(=O)c1cccs1)c1ccc(Cl)c(S(=O)(=O)N2CCCC2)c1,0.5%,1.5,?,i,-0.4%,-13.0%,1.5%,1.9%,-6.6%
CCOC(=O)c1c(C)[nH]c(C)c1C(=O)COc1ncnc2cc([N+](=O)[O-])ccc12,0.1%,-1.2,?,i,1.5%,-11.1%,-5.7%,2.4%,-5.2%
Cc1cc(Br)ccc1NC(=O)c1sc2nc3n(c(=O)c2c1C)CCCC3,0.0%,.,28.0%,.,.,2.9%,?,.,.
CC(CNc1nc2ccc(Cl)cc2n2cnnc12)c1ccccc1 (stereo not given),-0.7%,-1.7,-20.6%,i,-7.7%,-0.4%,-0.1%,0.5%,-5.5%
Cc1nn(CCCC(=O)NCCc2ccccc2)c(=O)c2nn(-c3ccccc3)c(C)c12,-0.8%,-1.0,0.7%,i,-6.9%,?,8.4%,2.1%,8.1%
COc1ccc(S(=O)(=O)N(C)CC(=O)NCc2cccnc2)cc1C,0.1%,-0.6,.,i,-0.8%,-0.1%,-3.2%,-6.4%,6.0%
C[C@@H]1CN([C@@H](C)CO)C(=O)c2cc(NC(=O)CCC(F)(F)F)ccc2O[C@H]1CN(C)S(=O)(=O)c1ccc(Cl)cc1,-0.3%,-1.4,0.3%,i,?,22.3%,-1.4%,1.2%,1.2%
